Assay outcomes (PubChem)
MBD2 DNA inh: inhibitors of human MBD2 binding to methylated oligonucleotide; Q9UBB5; TR-FRET; inhibition, % at 4.4 µM; hit rate 0.31% among 370,000; in the data active means inhibition above about 13%
NPR2 activator: GC-B (human) receptor activation. P20594. HEK293-GC-B cells, CNP EC30, cGMP TR-FRET; 0% at EC30 CNP, 100% saturating CNP. activation, % at 10 µM. hit rate 0.11% among 370,000. AID 1920062;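 active means activation at 10 µM reaching about 35% in either raw or pattern-adjusted values, limit read from the data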
ABHD4 inh: inhibitors of mouse ABHD4 | Q8VD66 | purified mABHD4, FP-Rh probe fluorescence polarization | inhibition, % at 8.92 µM | hit rate 0.54% among 370,000 | AID 720543;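 active means inhibition exceeding the mean over every tested compound plus 3 SD, cut at about 30% in these data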;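 further: 0% = plate median of compound wells and 100% = S159A mutant with DMSO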
Target sequence (Q8VD66 whole entry, looked up): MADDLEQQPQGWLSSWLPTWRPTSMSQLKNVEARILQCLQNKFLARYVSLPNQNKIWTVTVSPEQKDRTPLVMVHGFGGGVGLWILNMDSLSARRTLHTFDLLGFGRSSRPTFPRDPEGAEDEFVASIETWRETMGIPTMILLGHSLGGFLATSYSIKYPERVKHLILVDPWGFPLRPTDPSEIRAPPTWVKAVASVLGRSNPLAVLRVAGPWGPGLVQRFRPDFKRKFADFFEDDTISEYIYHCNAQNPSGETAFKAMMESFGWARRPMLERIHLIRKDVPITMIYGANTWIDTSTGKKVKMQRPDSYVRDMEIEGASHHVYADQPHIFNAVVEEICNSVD
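Assay system: mABHD4 protein; medium: HEPES pH 7.0, NaCl, Pluronic buffer; dosing: 8.92 µM, single dose; schedule: 45 min + 60 min at 25 °C; signal: FP readout, ex 525 nm / em 598 nm; read-out: normalized percent inhibition of probe labeling; repeats: single replicate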
TDP2 absorb: blocks human TDP2 phosphodiesterase activity. recombinant TDP2, T5PNP hydrolysis, p-nitrophenol absorbance 415 nm. inhibition, % at 12.8 µM. hit rate 0.34% among 370,000. O95551. AID 720702;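 active means inhibition above the mean of all tested compounds plus 3 SD, set per campaign, cut at about 25% in these data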;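 further: 0% = DMSO with enzyme and 100% = buffer with substrate but no TDP2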
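Assay system: Recombinant human TDP2 | Quantity: 120 nM TDP2 per well | Incubation: 2 h at 37 °C | Signal: Epi absorbance | Evaluation: Percent inhibition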
PRMT1 FP inh: PRMT1 (human) inhibition, primary screen; recombinant PRMT1, activity-based probe fluorescence polarization; AID 652257; hit rate 1.3% among 370,000; Q99873; inhibition, % at 2.79 µM;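 active means inhibition above about 21% made by adding two undisclosed values, limit read from the data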
rCAG binder: binds r(CAG) RNA repeats; r(CAG) RNA repeat, TO-PRO-1 dye displacement fluorescence; inhibition, % at 3 µM; hit rate 1.3% among 370,000;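 active means inhibition above the plate cutoff, the mean of all test compounds on that plate plus 3 SD, cut at about 35% in these data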;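 further: 0% = DMSO alone and 100% = 100 µM mitoxantrone as full dye displacement; higher means more dye released from RNA so lower well fluorescence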
LEDGF integ inh: blocks HIV-1 LEDGF/p75-dependent DNA integration. TR-FRET IN-LEDGF/p75 DNA integration, Eu/Cy5. inhibition, % at 3.7 µM. hit rate 0.64% among 370,000. AID 743269;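 active means inhibition above the screen-wide mean plus 3 SD, cut at about 13% in these data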;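 further: signal is the Cy5 over europium emission ratio at 671 and 618 nm; 0% = plate median of compound wells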
SIAE inh: blocks human sialic acid acetylesterase; Q9HAT2; SIAE FP-Rh probe binding, fluorescence polarization; inhibition, % at 9.66 µM; hit rate 0.69% among 370,000; AID 1053197;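 active means inhibition above a cutoff: mean of compounds within the control limits plus 3 SD of those, cut at about 17% in these data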;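 further: 0% = plate median of compound wells and 100% = probe without SIAE protein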
HTRA1 inh: HTRA1 (human) protease inhibition; Q92743; recombinant HTRA1, FP-rhodamine activity-based probe, fluorescence polarization; inhibition, % at 5.96 µM; hit rate 0.5% among 340,000; AID 504803; in the data active means inhibition above about 36%;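 further: 0% = enzyme with DMSO and 100% = wells lacking enzyme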
Target sequence (Q92743 whole entry, looked up): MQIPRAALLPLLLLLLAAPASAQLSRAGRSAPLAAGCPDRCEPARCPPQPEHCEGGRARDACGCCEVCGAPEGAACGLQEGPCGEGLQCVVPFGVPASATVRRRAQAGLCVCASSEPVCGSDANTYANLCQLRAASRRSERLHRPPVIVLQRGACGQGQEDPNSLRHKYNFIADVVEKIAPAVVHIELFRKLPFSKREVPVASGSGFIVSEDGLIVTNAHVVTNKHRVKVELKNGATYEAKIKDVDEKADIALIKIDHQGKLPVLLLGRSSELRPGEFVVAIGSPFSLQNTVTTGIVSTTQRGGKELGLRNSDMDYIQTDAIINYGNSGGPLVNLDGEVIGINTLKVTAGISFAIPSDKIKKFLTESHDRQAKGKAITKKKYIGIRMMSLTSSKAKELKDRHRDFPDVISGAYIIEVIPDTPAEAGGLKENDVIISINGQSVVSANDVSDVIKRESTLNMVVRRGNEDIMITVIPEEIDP
TCR-CD3 inh: human TCR-CD3 binding inhibition. hit rate 0.37% among 360,000. TAMRA-labeled TCR probe fluorescence, biochemical. inhibition, % at 9.4 µM; in the data active means inhibition above about 19%;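 further: recombinant mutant TCR 2C K166C tagged with TAMRA read by polarization; 0% = receptor in buffer alone and 100% = receptor with positive control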
Active calls of the source: *. Not all compounds are listed; the hit share may differ from the screen's.

| No. | SMILES | MBD2 DNA inh | NPR2 activator | ABHD4 inh | TDP2 absorb | PRMT1 FP inh |
| --- | --- | --- | --- | --- | --- | --- |
| 1 | COc1cccc2c(=O)n(CC(=O)Nc3ccccc3)ccc12 | -7 | 0 | 3 | 8 | 3 |
| 2 | Cc1oc2ccc(OC(C(=O)O)c3ccccc3)cc2c1C(=O)O (stereo unspecified) | 0 | 0 | -6 | 7 | -1 |
| 3 | CCCSc1nnc(Cn2c(=O)sc3ccccc32)n1-c1ccccc1 | 2 | -12 | 0 | -10 | -4 |
| 4 | C=CCn1c(-c2ccc(C)cc2)nc2ccccc21 | 1 | 1 | 1 | 8 | -3 |
| 5 | Cc1noc(C)c1S(=O)(=O)Nc1ccc(C(=O)NC2CCCCCC2)cc1 | 11 | 1 | -1 | 14 | 2 |
| 6 | Nc1cc(S(=O)(=O)N2CCOCC2)ccc1Oc1cccc(Br)c1 | 2 | 1 | -2 | 5 | -3 |
| 7 | Cc1sc2ncn(CC(=O)NCC(=O)N(C)Cc3ccccc3)c(=O)c2c1C | -1 | -5 | 4 | 8 | 0 |
| 8 | CC(C)(C)CN1C(=O)C(=O)NC[C@H]1Cc1ccc(O)cc1 | 2 | 5 | -7 | -7 | 1 |
| 9 | COc1ccc(N2CC(NC(=O)NC(C)(C)C)CC2=O)cc1 (stereo unspecified) | 2 | 0 | 1 | -6 | 1 |
| 10 | COCCNC(=O)CCc1c(C)nc2c(c(C)nn2-c2ccc(C)cc2)c1C | 4 | -1 | -3 | 5 | 0 |
| 11 | O=C(COc1ccc(Cl)cc1Cl)Nc1ccc(-c2ccc(N3CCOCC3)nn2)cc1 | 0 | 1 | -3 | 4 | 2 |
| 12 | COc1ccccc1CNC(=O)CCS(=O)(=O)c1ccc2c(c1)CC(C)N2C(=O)C1CC1 (stereo unspecified) | 3 | 0 | 4 | 1 | 6 |

| No. | rCAG binder | LEDGF integ inh | SIAE inh | HTRA1 inh | TCR-CD3 inh |
| --- | --- | --- | --- | --- | --- |
| 1 | 3 | -1 | -3 | -1 | 8 |
| 2 | 4 | 7 | -8 | 1 | 0 |
| 3 | 0 | 6 | -3 | -7 | 6 |
| 4 | -6 | 3 | -3 | -3 | -3 |
| 5 | 6 | 7 | 4 | -2 | 5 |
| 6 | 1 | 4 | 9 | -8 | 2 |
| 7 | 1 | 2 | 5 | 0 | 1 |
| 8 | 9 | 0 | 2 | -6 | -7 |
| 9 | 2 | 0 | 5 | 0 | 3 |
| 10 | -9 | 1 | 3 | 2 | 1 |
| 11 | 3 | -1 | 6 | -2 | -4 |
| 12 | -4 | -2 | -5 | -6 | -2 |

Continued:
| No. | SMILES | MBD2 DNA inh | NPR2 activator | ABHD4 inh | TDP2 absorb | PRMT1 FP inh |
| --- | --- | --- | --- | --- | --- | --- |
| 13 | COc1cc(OC)cc(C(=O)Nc2ccc(N(C)C)c3ccccc23)c1 | 1 | -1 | 7 | 10 | -3 |
| 14 | CCCCN(C(=O)C1=NN(c2ccccc2)C(=O)CC1)c1c(N)n(CCC)c(=O)[nH]c1=O | 1 | 0 | 8 | -10 | -4 |
| 15 | CCCCSc1nnc(-c2cc3c(C(F)(F)F)nn(C)c3s2)n1C | 2 | -7 | 3 | -11 | 1 |
| 16 | Cc1cccc(CCNS(=O)(=O)c2cc3c(cc2C)NC(=O)CO3)c1 | -5 | -14 | -5 | 11 | -1 |
| 17 | O=C(Nc1nc2c(F)c(F)c(F)cc2s1)c1ccco1 | 0 | 2 | -5 | 9 | -1 |
| 18 | CCN(C(=O)CSc1nnnn1C)C1CCCCC1 | -1 | 0 | -3 | 6 | -4 |
| 19 | Cc1c(Cl)cnc(NC(=O)COC(=O)C(NC(=O)c2ccco2)C(C)C)c1Cl (stereo unspecified) | -1 | 9 | -1 | -12 | 17 |
| 20 | O=C1CC(N2CCN(c3ccc(O)cc3)CC2)C(=O)N1c1ccc2c(c1)OCO2 (stereo unspecified) | -6 | 2 | 10 | 3 | 39* |
| 21 | CCOc1ccc(NC(=S)N(CCOC)C(C)c2cccnc2)cc1 (stereo unspecified) | 2 | -4 | 0 | -3 | -11 |
| 22 | COc1ccc(C(OC(=O)c2ccco2)C(=O)NCC2CCCO2)cc1 (stereo unspecified) | 2 | 0 | -3 | -2 | -1 |
| 23 | O=C(CN(Cc1ccccc1)S(=O)(=O)c1ccc(F)cc1)NCCC1=CCCCC1 | 2 | 4 | -19 | -12 | -2 |
| 24 | O=C(CN1C(=O)C2CCCCC2C1=O)N1CCN(c2ncccn2)CC1 (stereo unspecified) | 8 | 0 | -4 | 7 | -1 |

| No. | rCAG binder | LEDGF integ inh | SIAE inh | HTRA1 inh | TCR-CD3 inh |
| --- | --- | --- | --- | --- | --- |
| 13 | -3 | -2 | 6 | 6 | -7 |
| 14 | 1 | 3 | -2 | 2 | -4 |
| 15 | -1 | -1 | -7 | -2 | 2 |
| 16 | 1 | 2 | 7 | -11 | -2 |
| 17 | 3 | 3 | -8 | 6 | -4 |
| 18 | 1 | 3 | -4 | -3 | -3 |
| 19 | 12 | 2 | 3 | 10 | 2 |
| 20 | 3 | 0 | 3 | 4 | -5 |
| 21 | -1 | 3 | 8 | 2 | 1 |
| 22 | -1 | 3 | -1 | 2 | 2 |
| 23 | -5 | 4 | -9 | -27 | -2 |
| 24 | -1 | 6 | 10 | 5 | 2 |

Grouped by structure, those above containing a carbonyl joined to an NH by a bond outside any ring
| No. | SMILES | MBD2 DNA inh | NPR2 activator | ABHD4 inh | TDP2 absorb | PRMT1 FP inh |
| --- | --- | --- | --- | --- | --- | --- |
| 1 | COc1cccc2c(=O)n(CC(=O)Nc3ccccc3)ccc12 | -7 | 0 | 3 | 8 | 3 |
| 5 | Cc1noc(C)c1S(=O)(=O)Nc1ccc(C(=O)NC2CCCCCC2)cc1 | 11 | 1 | -1 | 14 | 2 |
| 7 | Cc1sc2ncn(CC(=O)NCC(=O)N(C)Cc3ccccc3)c(=O)c2c1C | -1 | -5 | 4 | 8 | 0 |
| 9 | COc1ccc(N2CC(NC(=O)NC(C)(C)C)CC2=O)cc1 (stereo unspecified) | 2 | 0 | 1 | -6 | 1 |
| 10 | COCCNC(=O)CCc1c(C)nc2c(c(C)nn2-c2ccc(C)cc2)c1C | 4 | -1 | -3 | 5 | 0 |
| 11 | O=C(COc1ccc(Cl)cc1Cl)Nc1ccc(-c2ccc(N3CCOCC3)nn2)cc1 | 0 | 1 | -3 | 4 | 2 |
| 12 | COc1ccccc1CNC(=O)CCS(=O)(=O)c1ccc2c(c1)CC(C)N2C(=O)C1CC1 (stereo unspecified) | 3 | 0 | 4 | 1 | 6 |
| 13 | COc1cc(OC)cc(C(=O)Nc2ccc(N(C)C)c3ccccc23)c1 | 1 | -1 | 7 | 10 | -3 |
| 17 | O=C(Nc1nc2c(F)c(F)c(F)cc2s1)c1ccco1 | 0 | 2 | -5 | 9 | -1 |
| 19 | Cc1c(Cl)cnc(NC(=O)COC(=O)C(NC(=O)c2ccco2)C(C)C)c1Cl (stereo unspecified) | -1 | 9 | -1 | -12 | 17 |
| 22 | COc1ccc(C(OC(=O)c2ccco2)C(=O)NCC2CCCO2)cc1 (stereo unspecified) | 2 | 0 | -3 | -2 | -1 |
| 23 | O=C(CN(Cc1ccccc1)S(=O)(=O)c1ccc(F)cc1)NCCC1=CCCCC1 | 2 | 4 | -19 | -12 | -2 |

| No. | rCAG binder | LEDGF integ inh | SIAE inh | HTRA1 inh | TCR-CD3 inh |
| --- | --- | --- | --- | --- | --- |
| 1 | 3 | -1 | -3 | -1 | 8 |
| 5 | 6 | 7 | 4 | -2 | 5 |
| 7 | 1 | 2 | 5 | 0 | 1 |
| 9 | 2 | 0 | 5 | 0 | 3 |
| 10 | -9 | 1 | 3 | 2 | 1 |
| 11 | 3 | -1 | 6 | -2 | -4 |
| 12 | -4 | -2 | -5 | -6 | -2 |
| 13 | -3 | -2 | 6 | 6 | -7 |
| 17 | 3 | 3 | -8 | 6 | -4 |
| 19 | 12 | 2 | 3 | 10 | 2 |
| 22 | -1 | 3 | -1 | 2 | 2 |
| 23 | -5 | 4 | -9 | -27 | -2 |
